High-throughput results: PubChem BioAssay, National Center for Advancing Translational Sciences (NCATS)
A549 tox: Nrf2 qHTS screen for inhibitors: counterscreen for cytotoxicity; A549 ARE-Fluc cells, CellTiter-Fluor viability, 18-24 h; Potency, µM (titrated, usually from 46 µM), without a hit: at the highest dose activity change, negative = cytotoxicity, most hits filed as inhibitors; actives 0.16% (n = 390,000); AID 504648, 2011; also: % is scaled to controls: 0 for no effect and ±100 for the full control effect
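A549 ARE_Fluc cells in 5% FBS OPTI-MEM were exposed to compounds in concentration-response for 18-24 h at 37 deg C. Viability was read by CellTiter-Fluor fluorescence (Ex 405/Em 525) after 30 min, before the luciferase read.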
TGFb SMAD3 inh: qHTS for Inhibitors of TGF-b; HepG2 CAGA-GFP TGF-b/SMAD3 reporter, GFP fluorescence, 18 h; TGF-beta stimulated, 500 pg/mL final; Potency, µM (doses to about 46.1 µM), for inactives: at the highest dose activity, negative = inhibition, usual class: inhibitors; actives 1.2% (n = 410,000); AID 588855, 2011; also: % is scaled to controls: 0 for no effect and ±100 for the full control effect; nearly all actives have a fitted effect of over 65% in size
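Read-out: total well GFP (ex488/em500-530) summed from mean per-cell fluorescence. Cells: HEPG2 CAGA-GFP, 1% FBS DMEM, 18 h at 37 degrees C with 500 pg/mL final TGF-beta. Unstimulated wells served as the full-inhibition control; stimulated DMSO wells = 0%.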
MCF10A rerep: A quantitative high throughput screen for small molecules that induce DNA re-replication in MCF 10a normal breast cells. Potency, µM (top dose mostly 46.1 µM), without a hit: at the highest dose activity, positive = re-replication, hits mostly activators. actives 2.9% (n = 350,000). MCF 10A DNA re-replication, Hoechst nuclear intensity, 48 h; also: % of control where 0% means no effect; nearly all actives have a fitted effect of over 50% in size
EPAC2 antag: qHTS for Antagonist of cAMP-regulated guanine nucleotide exchange factor 2 (EPAC2): primary screen | Rap guanine nucleotide exchange factor 4 (Homo sapiens), Q8WZA2 | EPAC2 GEF exchange of Rap1B-BODIPY-GDP, fluorescence | Potency, µM (titrated, usually from 114 µM), inactives show at the top dose activity, negative = inhibition, most hits filed as inhibitors | actives 0.18% (n = 360,000); also: % is scaled to controls: 0 for no effect and ±100 for the full control effect; nearly all actives have a fitted effect of over 45% in size; many of its hits are not listed in these tables
Target sequence (Q8WZA2 whole entry, looked up): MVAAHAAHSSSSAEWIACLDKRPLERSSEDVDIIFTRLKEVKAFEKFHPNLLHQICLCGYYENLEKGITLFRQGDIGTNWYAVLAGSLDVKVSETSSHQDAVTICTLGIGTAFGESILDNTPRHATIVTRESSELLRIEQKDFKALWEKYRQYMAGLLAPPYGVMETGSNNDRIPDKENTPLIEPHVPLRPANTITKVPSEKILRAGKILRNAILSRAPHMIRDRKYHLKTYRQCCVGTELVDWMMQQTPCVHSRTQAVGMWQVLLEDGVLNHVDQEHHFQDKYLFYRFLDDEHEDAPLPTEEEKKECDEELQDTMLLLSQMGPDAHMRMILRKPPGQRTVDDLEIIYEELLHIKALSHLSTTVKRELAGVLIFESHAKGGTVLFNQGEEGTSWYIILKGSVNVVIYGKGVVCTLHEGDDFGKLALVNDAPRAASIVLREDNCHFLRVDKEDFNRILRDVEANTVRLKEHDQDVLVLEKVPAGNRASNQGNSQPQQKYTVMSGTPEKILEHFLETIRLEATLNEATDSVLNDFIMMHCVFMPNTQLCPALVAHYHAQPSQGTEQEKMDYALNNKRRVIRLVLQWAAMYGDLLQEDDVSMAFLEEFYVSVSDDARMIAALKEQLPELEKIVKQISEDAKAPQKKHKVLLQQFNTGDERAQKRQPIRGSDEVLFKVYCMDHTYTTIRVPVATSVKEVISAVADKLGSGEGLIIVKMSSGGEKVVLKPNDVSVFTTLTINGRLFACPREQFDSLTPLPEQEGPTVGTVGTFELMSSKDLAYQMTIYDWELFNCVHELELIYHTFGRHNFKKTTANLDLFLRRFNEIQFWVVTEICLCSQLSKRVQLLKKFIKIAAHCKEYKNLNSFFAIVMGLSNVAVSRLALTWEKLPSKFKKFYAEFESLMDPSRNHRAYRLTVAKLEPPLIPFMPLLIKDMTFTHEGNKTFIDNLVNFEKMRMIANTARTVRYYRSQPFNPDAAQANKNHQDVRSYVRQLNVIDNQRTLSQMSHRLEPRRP
ATXN2 expr inh: Primary qHTS for Inhibitors of ATXN expression | HEK-293 ATXN2-luciferase reporter, luminescence, 24 h | AID 1745845, 2022 | Potency, µM (highest dose often 57 µM), without a hit: at the highest dose activity change, negative = inhibition, hits mostly inhibitors | actives 0.72% (n = 360,000); also: % is scaled to controls: 0 for no effect and ±100 for the full control effect; nearly all actives have a fitted effect of over 55% in size
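ATXN2-luciferase reporter cells (luciferase flanked by upstream and downstream ATXN2 gene portions) were treated 24 h at 37 °C with compounds at up to 57 uM. SteadyGlo luminescence gave expression; GF-AFC fluorescence gave viability.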
Nrf2 ARE act: qHTS of Nrf2 Activators; AREc32 ARE-luciferase reporter (MCF7-derived line), luminescence, 24 h; Potency, µM (series often up to 46.1 µM), for the others: at the top dose activation, hits mostly activators; actives 0.31% (n = 410,000); also: % of control where 0% means no effect; nearly all actives have a fitted effect of over 65% in size
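Nrf2 activation is followed as ARE-luciferase induction in the AREc32 line after one day of compound treatment; luminescence is read with Steady-Glo.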
HepG2 viability: qHTS for Inhibitors of TGF-b: Cytotox Counterscreen | HepG2 CAGA-GFP viability, ATP luminescence, 18 h | Potency, µM (series often up to 46.1 µM), without a hit: top-dose activity change, negative = cytotoxicity, usual class: cytotoxic | AID 588856, 2011 | actives 0.76% (n = 410,000); also: some results filed as inactive show a strong effect at the top dose
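HepG2 CAGA-GFP cells (1000/well, DMEM with 1% FBS) received compound, then TGF-beta at 500 pg/mL final, and were incubated 18 hours at 37 degrees C. Viability was read by CellTiter-Glo luminescence. Media-only wells were set as complete cell-killing and DMSO as no toxicity.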
Nrf2 block: Nrf2 qHTS screen for inhibitors. AID 504444, 2011. A549 ARE-Fluc reporter, luciferase luminescence, 18-24 h. actives 2.1% (n = 360,000). Potency, µM (top dose mostly 46 µM), for inactives: at the top dose activity change, negative = inhibition, hits mostly inhibitors; also: % is scaled to controls: 0 for no effect and ±100 for the full control effect; nearly all actives have a fitted effect of over 60% in size
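Quantitative HTS in A549 cells stably bearing an antioxidant response element-firefly luciferase construct. Inhibition of Nrf2-driven transcription was scored by luminescence after 18-24 h of compound exposure at 37 °C.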
ATXN viability: Viability Counterscreen for Primary qHTS for Inhibitors of ATXN expression; S2 cells (HEK-293 line with an ATXN2-luciferase reporter) viability, CellTiter-Fluor protease fluorescence, 24 h; Potency, µM (top dose mostly 56.7 µM), hits mostly cytotoxic; actives 0.49% (n = 400,000); AID 651635, 2014; also: nearly all actives have a fitted effect of over 40% in size
The depositor's hits bear a star; i = inactive; ? = inconclusive; / = no result given; [ ] = remark or other dose. Calls follow the shape of the dose curve; as a rule, active = well fitted curve in the direction sought with a large enough effect; inconclusive = small, poorly fitted or top-dose-only effect, or another doubt; inactive = no such curve, though single readings can be large; an effect the other way counts as inactive or inconclusive. Potency is read from the fitted curve at half-maximal effect.

Every second line gives: A549 tox | TGFb SMAD3 inh | MCF10A rerep | EPAC2 antag | ATXN2 expr inh | Nrf2 ARE act | HepG2 viability | Nrf2 block | ATXN viability
> Cc1c(Cc2ccccc2)sc(NC(=O)C(C)(C)C)c1C(N)=O
→ -17% | -12% | ? | -21% | / | 6.8% | -25% | ? | i
> CC(NC(=O)CN1C(=O)NC2(CCc3ccccc32)C1=O)c1ccccc1 (configuration not stated)
→ 0% | -14% | 6% | 3% | 1% | 0.4% | 0% | 13% | i
> Cc1ccc(C(C)NC(=O)c2ccncc2)c(C)c1 (configuration not stated)
→ 13% | -6% | -13% | 1% | -11% | -0.7%[9.22 µM] | -3% | -16% | i
> CC1(c2nnc(-c3cccc(Cl)c3)o2)CC(c2ccccc2)=NO1 (configuration not stated)
→ 1% | -21% | ? | 5% | 7% | 6.1% | -12% | 4% | i
> O=c1oc2ccccc2cc1C1=Nn2c(nnc2-c2cccnc2)SC1
→ 5% | -2% | -4% | -1% | -7% | 5.2% | -3% | -7% | i
> Cc1cc(NC(=O)COC(=O)C2CC(=O)N(c3ccc(C)c(Cl)c3)C2)no1 (configuration not stated)
→ -1% | 14% | 1% | 2% | 24% | 0.0% | 8% | 5% | i
> COc1ccc(NC(=O)c2oc3ccccc3c2NC(=O)c2ccco2)cc1
→ -7% | 18% | 10% | -2% | -19% | -0.5% | -6% | 1.6µM* | ?
> O=C(NCCO)/C(=C\c1ccco1)NC(=O)c1cccs1
→ -1% | 7% | -3% | 5% | -8% | 0.5% | 2% | ? | /
> Cc1ccc(C(=O)O)cc1N1C(=O)CCCC1=O
→ ? | 0% | -9% | -4% | -15% | -0.5% | -15% | 4% | i
> O=C1C(=Cc2cccc(Cl)c2)CCc2ccccc21
→ / | ? | / | -26% | 4% | ? | -49% | / | i
> Cc1cccc(C)c1OCC(=O)Nn1c(COc2ccccc2)nc2ccccc2c1=O
→ -6% | -13% | -5% | -15% | 4% | -0.6% | -19% | -8% | i
> CCOc1cccc(/C=C2/NC(=O)N(CC(=O)Nc3cccc(C)c3)C2=O)c1O
→ 11% | -19% | -1% | -20% | -7% | 4.5% | -17% | -9% | i
> CC(C)C[C@@]12C(=O)N(c3cccc(Br)c3)C(=O)N1[C@H](c1ccc(F)cc1)[C@@H]1C(=O)N(C3CCCCC3)C(=O)[C@@H]12
→ -6% | 0% | -10% | 3% | 3% | 0.6% | 1% | -6% | ?
> CCOC(=O)c1sc(NC(=O)CCSC)nc1C
→ -6% | -3% | 8% | 2% | 16% | 6.0% | -5% | -6% | i
> CN(C#N)c1nc(N2CCOCC2)nc(N2CCOCC2)n1
→ -3% | 0% | 1% | 15% | -7% | -0.6% | -4% | ? | ?
> FC(F)(F)c1ccc(CN2C[C@@H]3C(c4ccc(C(F)(F)F)cc4)C4(c5cccnc5)CC3(C4)[C@H]2c2ccccc2)cc1 (some centres not stated)
→ -1% | -25% | -38%[inhibitor] | -3% | -2% | 3.1% | -27% | -29% | ?
> CCOc1ccccc1N1CCN(Cc2c(C)n(C)n(-c3ccccc3)c2=O)CC1
→ 4% | -6% | 22% | 1% | / | 0.4% | -2% | 2% | i
> COc1ccccc1S(=O)(=O)N(C)C[C@@H]1OCc2cnnn2CCCC(=O)N([C@@H](C)CO)C[C@@H]1C
→ / | -4% | / | -9% | 6% | 0.4% | -14% | / | i
> COc1cc(S(=O)(=O)N2CCN=C2c2ccccc2)c(OC)cc1Cl
→ -9% | 2% | 2% | 13% | -3% | 2.7% | 0% | -1% | i
> CCCC(C)n1[nH]c(=O)cc1N (configuration not stated)
→ 2% | -29% | -6% | 0% | -4% | -0.5% | -2% | 10% | i
> CC(=O)c1cccc(OCC(=O)N(C)CC(=O)Nc2ccc(F)cc2)c1
→ 0% | 13% | 0% | 24% | -5% | 0.0% | -12% | -6% | i
> O=C(CCCN1C(=O)/C(=C/c2ccccc2Cl)SC1=S)NCCCN1CCOCC1
→ ? | ? | ? | -7% | -38% | 4.5% | -2% | 15µM* | ?
> Cc1ccc(C)c(Nc2cc(C)nc3ncnn23)c1
→ -7% | -1% | ? | -2% | 4% | 3.0% | 5% | ? | i
> Cc1cc(NC(=O)CSc2nccn2-c2ccc(Cl)cc2)no1
→ -2% | 6% | 2% | 5% | 0% | -0.8% | -6% | / | ?
> CC1(C)Cc2c(cnn2-c2ccc(F)cc2)C(NC(=O)c2cnccn2)C1 (configuration not stated)
→ -9% | 2% | 9% | 6% | 12% | -0.2% | -3% | ? | i
> Cc1ccccc1C(O)c1cccnc1 (configuration not stated)
→ -5% | 4% | -7% | -2% | 7% | -1.0% | 28% | 5% | i
> Nn1c(SCC(=O)NC2CCCC2)nnc1C(F)(F)F
→ / | 3% | / | 3% | / | 0.3% | 2% | / | ?
> O=S1(=O)CC(N2CCCCC2)CN1C1CCCCC1 (configuration not stated)
→ / | -8% | / | 14% | 4% | 0.4% | 7% | / | i
> C/[N+]([O-])=C/c1c(OCc2ccc(Cl)cc2Cl)ccc2ccccc12
→ -1% | ? | 15% | -1% | -5% | 25% | -22% | ? | i
> CN(NC(=O)COc1ccccc1)C1=NS(=O)(=O)c2ccccc21
→ 15% | 12% | ? | -4% | -39% | -0.7% | -6% | 0% | /
> COc1ccc(N2CCCC2)c(NC(=O)COc2ccccc2)c1
→ 12% | -1% | ? | -20% | -21% | 6.2% | -3% | -26% | i
> O=C(O)CN(Cc1ccccc1)S(=O)(=O)c1ccc2c(c1)OCCO2
→ 6% | 8% | -1% | 3% | 2% | 0.0% | 8% | 3% | i
> O=C(CCC(=O)c1cccs1)NNC(=O)c1ccccc1O
→ -2% | 0% | ? | -5% | -4% | -0.5% | -20% | -6% | i
> FC(F)Oc1ccc(/C=N/NC(=S)Nc2cc(C(F)(F)F)ccc2Cl)cc1
→ -14% | 1% | ? | 15% | ? | -0.4% | -19% | -9% | /
> COc1ccc(CCNC(=O)c2nn(C)c3c2CS(=O)(=O)c2ccccc2-3)c(OC)c1
→ -13% | -9% | ? | 1% | -28% | -1.1% | -1% | 23µM* | i
> C=C1CCN(C(CC(C)C)C(=O)NCCCc2ccccc2)S(=O)(=O)c2ccccc21 (configuration not stated)
→ 29% | 11µM* | / | / | / | / | -33% | 20% | /
> O=C(NC1CC2CCCC(C1)N2S(=O)(=O)c1ccccc1)c1ccccc1 (configuration not stated)
→ 8% | 1% | 2% | 11% | -8% | -0.8% | 9% | 4% | i
> Cc1cccc(-n2nc(C(=O)Nc3ccccc3)n3c(=O)cc(-c4ccccc4)nc23)c1
→ -1% | -8% | 1% | -4% | -6% | 0.1% | -23% | -11% | i
> O=C(O)/C=C/c1cn(Cc2ccccc2)nc1-c1ccc(Cl)cc1
→ 0% | ? | -1% | 19% | -1% | -0.6% | 16% | -8% | i
> O=C(CSc1nnc(-c2ccncc2)o1)NCc1ccccc1
→ 2% | -11% | 3% | -6% | 2% | 0.5% | 6% | 7% | i
> Nc1ccn([C@@H]2O[C@H](CNCc3ccc(Oc4cc(-n5cccn5)ncn4)cc3)[C@@H](O)[C@H]2O)c(=O)n1
→ / | 18% | / | 4% | -12% | -0.9% | -10% | / | i
> COc1ccc(C(CNS(=O)(=O)c2ccc(C)cc2)N2CCN(C)CC2)cc1 (configuration not stated)
→ 27% | 4% | -4% | 12% | -7% | -0.4% | 0% | 3% | i
> CCn1c(COc2cccc3cccnc23)nnc1SCC(=O)OC
→ 1% | 13% | -4% | 14% | / | -0.2% | 0% | -8% | i
> O=C(Cc1c(C(=O)O)[nH]c2ccccc12)Nc1cccc(C(F)(F)F)c1
→ 0% | 10% | / | / | 13% | -1.3% | 7% | 22%[9.27 µM] | i
> N#Cc1c2c(c(-c3ccccc3)[nH]c1=O)CCCC2
→ 8% | 2% | -3% | -2% | 1% | 2.6% | -10% | -5% | i
> CCOC(=O)c1ccc2c(c1)nc(-c1ccc(F)cc1)c1nccn12
→ 2% | 4% | -1% | -2% | 3% | 3.7% | -7% | ? | i
> Cc1ccc(S(=O)(=O)NCc2ccccc2)cc1C(=O)N1CC(C)CC(C)C1 (configuration not stated)
→ 2% | ? | 1% | 6% | -2% | -0.6% | 9% | -16% | i
> O=C(/C=C/c1cccc([N+](=O)[O-])c1)c1ccco1
→ ? | -26% | 136% | -2% | -33% | 5.6% | -45% | -13% | ?
> CCn1c(SCC(=O)Nc2ccccc2OC)nc(O)cc1=O
→ 0% | 14% | 0% | 7% | / | 2.5% | -6% | 1% | i
> Cc1ccc(C)c(Cn2cc(S(=O)(=O)c3ccc(Cl)cc3)c(=O)c3cc(F)ccc32)c1
→ 10% | 18% | / | / | 6% | -0.8% | -1% | 6% | i

Remaining list, next part:
Every second line gives: A549 tox | TGFb SMAD3 inh | MCF10A rerep | EPAC2 antag | ATXN2 expr inh | Nrf2 ARE act | HepG2 viability | Nrf2 block | ATXN viability
> C/C(=N\NC(=O)CN1CCN(c2ccc(F)cc2)CC1)c1ccco1
→ -10% | 12% | -5% | 3% | -17% | -0.4% | -4% | -6% | /
> Cc1onc(-c2ccccc2)c1C(=O)Nc1ccc2c(c1)OCCO2
→ -2% | -4% | 6% | 5% | -2% | -0.3% | -1% | 6% | i
> COC(CSc1nc(N)c2c3c(sc2n1)CN(C)CC3)OC
→ 1% | -1% | 2% | 10% | / | 5.3% | -2% | 14% | i
> CCN1CCN(c2nc(-c3cccs3)nc3ccccc23)CC1
→ -8% | 7% | 3% | 13% | -1% | 6.5% | 2% | -9% | i
> CCn1c(SCc2nc3ccccc3nc2C)nnc1-c1cccs1
→ 1% | -13% | -1% | 6% | -10% | -0.2% | 1% | -13% | ?
> Cc1ccc(Cc2c(-c3ccccc3)nc3cc(C)ccn23)cc1
→ / | ? | / | -20% | -24% | 11% | -30% | / | /
> CSc1nc(Cl)c(Cc2ccc(OC(C)C)cc2)c(N2CCOCC2)n1
→ 0% | ? | 24% | -2% | -27% | 0.9% | -3% | ? | i
> COc1ccc(/C=C2\SC(=O)N(CCC(=O)N3CCCCC3CCO)C2=O)cc1 (configuration not stated)
→ -5% | 1% | 4% | 4% | 4% | -0.2% | -12% | -11% | i

Not all compounds are listed; count on the stated rates, not on these rows.
